Source: PubChem
Pin1 inh: human Pin1 inhibition; Q13526; Pin1 FP peptide displacement, HiFluor488, 10 min; Potency, µM (titrated, usually from 115 µM), without a hit: top-dose activity, negative = inhibition, most hits filed as inhibitors; hit rate 0.009% among 390,000; active = well fitted inhibition curve with a large enough effect in the polarisation, with a control signal flat, not every such curve was filed as active; inconclusive = small, poorly fitted or top-dose-only effect, or effect the other way, or a change in a side signal; inactive = no such curve, though single readings can be large or run the other way; the % refers to the polarisation; also: % is scaled to controls: 0 for no effect and ±100 for the full control effect
Target sequence (Q13526 whole entry, looked up): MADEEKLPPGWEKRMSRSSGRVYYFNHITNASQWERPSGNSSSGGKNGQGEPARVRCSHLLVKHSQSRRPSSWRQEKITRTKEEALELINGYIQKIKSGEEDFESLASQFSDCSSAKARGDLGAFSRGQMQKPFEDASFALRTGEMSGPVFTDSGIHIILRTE
GLS inhibitor: blocks human kidney-isoform glutaminase activity | GLS enzymatic activity, qHTS titration | Potency, µM (doses to about 45.5 µM), for the others: top-dose activity change, negative = inhibition, hits mostly inhibitors | hit rate 0.21% among 410,000 | AID 624170; also: % is scaled to controls: 0 for no effect and ±100 for the full control effect
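hKGA; 45 mM KH2PO4 pH 8.2 + 0.02% Tween-20; cpd via pin tool; 1 mM Gln soln; GluOx/HRP/Amplex Red; RT 30 min; fluor. t0 & final.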
BLM helicase inh: Bloom syndrome helicase (human) inhibition. P54132. recombinant BLM DNA unwinding, fluorescence dequenching. Potency, µM (doses to about 56.1 µM), inactives show at the top dose activity change, negative = inhibition, most hits filed as inhibitors. hit rate 0.2% among 350,000. AID 2528;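 also: plate controls were vehicle for no effect and no enzyme for full effect; nearly all actives have a fitted effect of over 35% in size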
G9a inh: G9a (human) methyltransferase inhibition; Q96KQ7; Potency, µM (series often up to 102 µM), for inactives: at the top dose activity, negative = inhibition, actives largely listed as inhibitors; G9a H3K9 monomethylation, AlphaScreen, 2 h; hit rate 8.8% among 350,000; AID 504332; also: % is scaled to controls: 0 for no effect and ±100 for the full control effect; nearly all actives have a fitted effect of over 75% in size
Target sequence (Q96KQ7 913-1193 limits assumed): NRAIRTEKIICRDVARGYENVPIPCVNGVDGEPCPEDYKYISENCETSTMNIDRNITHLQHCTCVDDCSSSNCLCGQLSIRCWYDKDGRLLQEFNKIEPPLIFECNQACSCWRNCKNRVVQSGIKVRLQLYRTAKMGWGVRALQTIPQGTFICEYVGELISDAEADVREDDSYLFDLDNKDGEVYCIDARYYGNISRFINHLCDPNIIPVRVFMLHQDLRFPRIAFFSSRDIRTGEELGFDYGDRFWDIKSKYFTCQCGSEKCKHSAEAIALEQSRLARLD
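G9a (20 nM) was preincubated 15 min with compound, then reacted 2 h at room temperature with 500 nM biotin-H3K9 peptide and 20 µM SAM. Monomethyl-H3K9 detected by AlphaScreen using anti-H3K9me1 antibody.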
HP1b chromo inh: blocks HP1-beta chromodomain binding to methylated histone tails; P83916; AlphaScreen HP1-beta / biotin-H3K9me3 peptide binding; Potency, µM (highest dose often 114 µM), for the others: top-dose activity change, negative = inhibition, usual class: inhibitors; hit rate 0.56% among 390,000; AID 540317; also: nearly all actives have a fitted effect of over 70% in size; inactives centre near 23
Target sequence (P83916 whole entry, looked up): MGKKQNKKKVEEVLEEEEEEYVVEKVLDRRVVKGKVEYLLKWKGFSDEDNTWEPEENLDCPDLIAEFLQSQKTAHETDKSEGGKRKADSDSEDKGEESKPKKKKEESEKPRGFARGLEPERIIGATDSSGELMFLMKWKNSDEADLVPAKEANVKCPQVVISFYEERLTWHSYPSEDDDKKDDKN
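AlphaScreen: HP1-beta (50 nM) preformed 30 min with biotin-H3(1-18)K9me3 peptide (50 nM) in PBS pH 7.4, 0.01% Tween-20. Compound added for 30 min at RT, then streptavidin donor/nickel chelate acceptor beads (10 ug/mL) for 30 min.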
PGK inhibitor: blocks T. brucei phosphoglycerate kinase; P07378; PGK/GAPDH coupled, Kinase-Glo luminescence, 60 min; Potency, µM (highest dose often 57.5 µM), for the others: at the highest dose activity change, negative = inhibition, most hits filed as inhibitors; hit rate 0.043% among 380,000; AID 602233; also: % is scaled to controls: 0 for no effect and ±100 for the full control effect; nearly all actives have a fitted effect of over 60% in size
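Recombinant glycosomal PGK reaction used 1,3-bisphosphoglycerate generated in-well by GAPDH (100nM final) in 100mM TEA pH 7.6, 5mM MgCl2, 0.01% Tween-20. After 60 minutes at room temperature, ATP was read by Kinase-Glo Plus luminescence end-point.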
JMJD2A Tudor inh: blocks the human JMJD2A Tudor domain | AlphaScreen JMJD2A-Tudor / H3K4me3 peptide binding | Potency, µM (highest dose often 114 µM), without a hit: at the top dose activity change, negative = inhibition, actives largely listed as inhibitors | hit rate 4.4% among 390,000 | AID 504339; also: % is scaled to controls: 0 for no effect and ±100 for the full control effect; nearly all actives have a fitted effect of over 50% in size
Pol iota inh: blocks human DNA polymerase iota activity | Q9UNA4 | Pol iota fluorescent replication assay, 10 min | Potency, µM (top dose mostly 115 µM), without a hit: top-dose activity, negative = inhibition, actives largely listed as inhibitors | hit rate 1% among 390,000
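Fluorescent replication assay read twice, at 0 min and 10 min after adding 50 nM (final) substrate. Enzyme (10 nM) and compounds were first incubated 15 min at room temperature; enzyme-free buffer wells were negative controls.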
BAZ2B inh: inhibitors of human BAZ2B bromodomain | Q9UIF8 | AlphaScreen BAZ2B-H3K14Ac peptide displacement | Potency, µM (top dose mostly 114 µM), for the others: top-dose activity change, negative = inhibition, usual class: inhibitors | hit rate 4.4% among 360,000; also: % is scaled to controls: 0 for no effect and ±100 for the full control effect; nearly all actives have a fitted effect of over 60% in size
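Multi-concentration screen (max 110 uM) measuring displacement of acetylated histone H3 peptide from BAZ2B by AlphaScreen, using 50 nM protein, 50 nM peptide and 10 ug/mL streptavidin donor plus Ni-chelate acceptor beads.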
* marks the source's active call; other numbers are inactive results; i = inactive; ? = inconclusive; nt = not tested or not shown; & = joins results of further samples; [ ] = dose if it differs, or a comment. Unless noted, calls follow the shape of the dose curve; as a rule, active = well fitted curve in the direction sought with a large enough effect; inconclusive = small, poorly fitted or top-dose-only effect, or another doubt; inactive = no such curve, though single readings can be large; an effect the other way counts as inactive or inconclusive. Potency is read from the fitted curve at half-maximal effect. The list is partial (hit frequency here may not be typical).

Pin1 inh	GLS inhibitor	BLM helicase inh	G9a inh	HP1b chromo inh	PGK inhibitor	JMJD2A Tudor inh	Pol iota inh	BAZ2B inh	SMILES
-10%	2%	-5%	22%[12.7 µM]	38%[activator]	i	-19%	75%[activator]	0%	CC(C)CC(c1nnnn1Cc1ccc(F)cc1)N1CCC(C(N)=O)CC1 (centres undefined)
4%	12%	nt	nt	29%	-1%	-6%	9%	nt	NC(=O)C1CCN(C(=O)c2cc(Cl)c3c(c2)OCCO3)CC1
-10%	4%	1%	?	0%	-4%	-19%	30%	-27%	COc1ccc(N2CCN(C(=O)c3cccc(NC(=O)c4ccco4)c3)CC2)cc1
-3%	-11%	1%	-7%[59 µM]	21%	-2%	-19%	-4%	-38%	O=C(c1ccco1)N(Cc1cccnc1)c1nc2c(F)cccc2s1
-14%	11%	-20%	17%[59 µM]	27%	-2%	-11%	-14%	-28%	O=C(O)/C=C/c1ccc(S(=O)(=O)Nc2ccc(OCc3ccccc3)cc2)cc1
-3%	8%	nt	-31%	5%	-4%	-10%	4%	10%	O=C(CNC(=O)c1cccs1)Nc1cccc(S(=O)(=O)N2CCOCC2)c1
7%	9%	-7%	6%[0.501 µM]	11%	0%	-4%	-9%	?	CCCC[n+]1ccn(C2=C([O-])c3ccccc3C(=O)/C2=N\S(=O)(=O)c2ccccc2)c1
13%	-2%	1%	16%[59 µM]	26%	-2%	-3%	17%	0%	Cc1ccc(-n2ncc3c2ncn2c(C)nnc32)cc1C
?	?	nt	nt	-7%	-6%	-13%	?	nt	O=C(NC(=S)Nc1ccccc1O)c1cncc(Br)c1
?	-7%	-2%	5%[0.501 µM]	49%[activator]	-6%	-3%	13%	-2%	CC(=O)c1cccc(-n2nnnc2SCC(=O)NNC(=O)C(C)C)c1
1%	2%	nt	16%[0.501 µM]	13%	-8%	-19%	29%	11%	CC(Sc1nnc(-c2ccco2)n1C)C(=O)N(C)C1CCCCC1 (centres undefined)
2%	-13%	-16%	-34%[59 µM]	0%	-8%	-35%	10%	-14%	CC(=O)N1CCc2c(sc3c2c(=O)n(CCc2ccccc2)c(=O)n3Cc2cccc(C)c2)C1
1%	30%	-4%	14%	22%	-3%	-21%	3%	0%	COc1ccc(-c2cnnc(N/N=C/c3ccc(O)c(OC)c3)n2)cc1
4%	6%	-16%	0%[12.7 µM]	27%	5%	-16%	18%	-1%	CCOc1ccc2c(c1)cc(CN(C(=O)CC)C1CCCCC1)c1nnnn12
5%	8%	-6%	-5%	8%	-9%	-24%	35%	-2%	CCOC(=O)[C@@H]1[C@H]2COc3cc(OC)ccc3[C@@H]2N2C(=O)N(c3ccc(Cl)cc3)C(=O)[C@@]12C
-1%	-2%	3%	nt	23%	-1%	-5%	23%	?	CCc1n(CC(O)COC2CCCCC2)c2ccccc2[n+]1C (centres undefined)
-3%	0%	-2%	8%	29%	5%	0%	5%	-1%	COc1ccc(N(C(=O)c2ccco2)S(=O)(=O)c2ccccc2)cc1
5%	7%	-1%	?	32%	6%	-19%	34%[activator]	-17%	O=C(O)Cn1cc(/C=C2\SC(=O)N(c3ccccc3)C2=O)c2ccccc21
1%	-2%	nt	nt	31%	-7%	2%	13%	nt	CC(NC(=O)COC(=O)CN1C(=O)c2ccccc2C1=O)c1ccccc1 (centres undefined)
?	3%	-4%	10%[2.33 µM]	469%	-8%	332%[activator]	24%	215%[activator]	Cc1ccc(/C=C/c2nc3ccccc3s2)s1
-2%	0%	-4%	50µM*	?	-7%	-19%	9%	-3%	COc1ccc(-c2cnnn2-c2ccc(NC(=O)/C=C/c3ccc(OC)c(OC)c3)cc2)cc1
-4%	24%	-17%	6%[59 µM]	48%[activator]	-1%	-19%	-1%	-30%	CC(C)NC(=S)NN(c1ccccc1)c1ccccc1
16%	0%	-7%	14%[2.33 µM]	7%	0%	-25%	?	-24%	C/C(N)=C(/C#N)C(=O)CSc1nnnn1-c1ccc(C)cc1
3%	2%	nt	-2%[0.501 µM]	52%[activator]	1%	-31%	22%	10%	CC(C)(C)OC(=O)NCCCCCNC(=O)c1[nH]cnc1C(=O)Nc1ccccc1
-13%	-6%	-13%	22µM*	25%	nt	-21%	22%	9%	CCOC(=O)Cn1nnnc1CN(Cc1ccc(OC)cc1)Cc1cc2cc(C)cc(C)c2[nH]c1=O
9%	-10%	-13%	10%[59 µM]	27%	-10%	4%	32%[activator]	4%	Cc1[nH]c2ccccc2c1C(=O)COC(=O)c1c(-c2ccccc2)noc1C
3%	?	-18%	-5%[59 µM]	25%	-4%	-22%[11.4 µM]	?	5%	CCOC(=O)c1c(-c2ccccc2)oc2ccc(O)c(CN3CCOCC3)c12
0%	-15%	-1%	?	22%	-2%	-14%	1%	1%	CCC(=O)N(Cc1cc2cc(OC)ccc2[nH]c1=O)c1cccc(C)c1
5%	6%	-4%	26%[59 µM]	39%	i	-24%	?	-31%	CCN(Cc1ccccc1)S(=O)(=O)c1ccc(F)c(C(=O)Nc2cc(C)ccc2OC)c1
-1%	3%	0%	12%	47%[activator]	1%	-1%	7%	-1%	COc1ccc(OC(=O)NCCc2ccccc2)cc1
-1%	3%	-5%	-44%	39%[activator]	-11%	-21%	30%	-17%	COc1ccccc1-n1cc(CN2CCN(CC(C)C)C(CCO)C2)cn1 (centres undefined)
8%	19%	0%	27%	30%	0%	4%	15%	13%	CCc1c(C)c2cc(Cl)c(O)c(CN3CCCCC3)c2oc1=O
-1%	?	0%	13%	11%	6%	-9%	-7%	-4%	[O-][N+]1=C2CCC/C(=N\O)C2=NC12CCCCC2
6%	12%	-5%	-31%[12.7 µM]	20%	-5%	-15%	9%	-32%	Nc1c(C(=O)OCC2CCCO2)c2nc3ccccc3nc2n1-c1ccc2c(c1)OCCO2 (centres undefined)
1%&-2%	18%&3%	-10%&-6%	1%	16%&37%	-4%&-2%	-31%&-25%	-6%&2%	-14%&-1%	CCCCN(CC)C(=O)CSc1nc2n[nH]c(C)c2c(=N)n1-c1cccc(C)c1
-1%	1%	-6%	5%	69%[activator]	i	-11%	7%	-16%	COc1cccc(NC(=O)Nc2cccnc2)c1
8%	7%	-9%	50µM*	23%	1%	1%	12%	9%	CCS(=O)(=O)Nc1cc(-c2nc3cccnc3s2)ccc1C
7%	-8%	0%	-7%	43%[activator]	-2%	-7%[11.4 µM]	-1%	?	Cc1cccc(C)c1NC(=O)CSCc1cccc(CSCC(=O)Nc2c(C)cccc2C)n1
9%	-5%	-13%	19%	53%[activator]	-15%	29%	47%[activator]	12%	CCOC(=O)N1CCN(c2nc(-c3cccs3)nc3ccccc23)CC1
-5%	-11%	0%	10%	35%	-13%	7%	59%[activator]	nt	COc1ccc(C(=O)N=c2sccn2C)cc1
-6%	?	-2%	-49%	19%	i	-7%	106%[activator]	-19%	CC(=O)NC1C(=O)N=C(SCC(=O)Nc2cccc(Cl)c2)NC1=O (centres undefined)
1%	-1%	1%	-28%[12.7 µM]	30%	i	-19%	17%	2%	CN(Cc1nc2ccccc2c(=O)[nH]1)CC(O)COCc1ccco1 (centres undefined)
-1%	0%	nt	6%[12.7 µM]	25%	-9%	-8%	14%	11%	O=C(CCNS(=O)(=O)c1cccc(C(F)(F)F)c1)NC1CC1
-3%	-7%	8%	27%[59 µM]	65%	-7%	16%	15%	21%	CCOC(=O)c1cnc2c(ccc3ccccc32)c1NCCO
8%	-4%	-5%	8%	29%	0%	-9%	52%[activator]	-4%	O=C(Cc1cccs1)NCCc1ccc(F)cc1
2%	1%	-2%	9%[59 µM]	78%[activator]	-2%	-10%	-9%	-4%	Cc1ccc(C(NC(=O)N2CCCCC2)=C(Cl)Cl)cc1F
0%	-1%	0%	8%	55%[activator]	i	-3%	31%[activator]	-3%	Cc1nc2ccccc2c(=O)n1Cc1ccco1
24%	6%	-22%	9%[0.501 µM]	?	i	?	?	?	CCCCC(=O)Nc1nc(C)c(-c2csc(Nc3ccc(Cl)cc3)n2)s1
34%[activator]	-10%	0%	?	26%	-4%	-11%	?	?	NS(=O)(=O)c1ccc(NC(=S)NC(=O)/C=C/c2ccco2)cc1

Three entries from above, sorted by length of the SMILES, largest number first:
Pin1 inh	GLS inhibitor	BLM helicase inh	G9a inh	HP1b chromo inh	PGK inhibitor	JMJD2A Tudor inh	Pol iota inh	BAZ2B inh	SMILES
6%	12%	-5%	-31%[12.7 µM]	20%	-5%	-15%	9%	-32%	Nc1c(C(=O)OCC2CCCO2)c2nc3ccccc3nc2n1-c1ccc2c(c1)OCCO2 (centres undefined)
2%	1%	-2%	9%[59 µM]	78%[activator]	-2%	-10%	-9%	-4%	Cc1ccc(C(NC(=O)N2CCCCC2)=C(Cl)Cl)cc1F
-5%	-11%	0%	10%	35%	-13%	7%	59%[activator]	nt	COc1ccc(C(=O)N=c2sccn2C)cc1

3 entries from above, sorted by the value under BLM helicase inh, largest number first:
| structure | BLM helicase inh |
| --- | --- |
| CC(=O)NC1C(=O)N=C(SCC(=O)Nc2cccc(Cl)c2)NC1=O (centres undefined) | -2% |
| O=C(Cc1cccs1)NCCc1ccc(F)cc1 | -5% |
| COc1cccc(NC(=O)Nc2cccnc2)c1 | -6% |

Single records, from the list above. Order of screens: Pin1 inh	GLS inhibitor	BLM helicase inh	G9a inh	HP1b chromo inh	PGK inhibitor	JMJD2A Tudor inh	Pol iota inh	BAZ2B inh
`O=C(Cc1cccs1)NCCc1ccc(F)cc1` across the screens: 8%	-4%	-5%	8%	29%	0%	-9%	52%[activator]	-4%
`Nc1c(C(=O)OCC2CCCO2)c2nc3ccccc3nc2n1-c1ccc2c(c1)OCCO2` (centres undefined) across the screens: 6%	12%	-5%	-31%[12.7 µM]	20%	-5%	-15%	9%	-32%
`CC(C)(C)OC(=O)NCCCCCNC(=O)c1[nH]cnc1C(=O)Nc1ccccc1` across the screens: 3%	2%	nt	-2%[0.501 µM]	52%[activator]	1%	-31%	22%	10%
